Screening results (PubChem)
aGal spleen mod: qHTS Assay for Inhibitors and Activators of Human alpha-Galactosidase From Spleen Homogenate | Alpha-galactosidase A (Homo sapiens), P06280 | human spleen homogenate, 4MU-alpha-Gal fluorescence, 40 min | 240,000 tested, 0.008% active | AID 2107, 2009 | Potency, µM (highest dose often 80 µM), inactives show at the highest dose activity change, negative = inhibition, hits mostly inhibitors;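 further: potency means the concentration at half of the fitted maximal effect; 0% = enzyme with vehicle and -100% = no enzyme basal signal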
Target sequence (P06280 32-429 limits assumed): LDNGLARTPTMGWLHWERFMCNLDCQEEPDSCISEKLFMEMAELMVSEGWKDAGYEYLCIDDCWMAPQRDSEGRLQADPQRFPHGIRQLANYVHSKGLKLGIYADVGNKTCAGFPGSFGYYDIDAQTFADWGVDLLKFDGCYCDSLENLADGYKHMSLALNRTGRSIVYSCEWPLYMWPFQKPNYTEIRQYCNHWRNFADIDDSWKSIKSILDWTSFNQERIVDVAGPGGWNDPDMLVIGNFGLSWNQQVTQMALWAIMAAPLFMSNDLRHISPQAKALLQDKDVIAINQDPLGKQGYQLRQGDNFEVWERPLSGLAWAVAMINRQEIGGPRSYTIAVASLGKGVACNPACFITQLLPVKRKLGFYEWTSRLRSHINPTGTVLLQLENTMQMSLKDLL
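Spleen homogenate 1 ug + cpd (titration) + 4-MU-alpha-D-galactopyranoside 1 mM; 37C 40 min; 50 mM citrate/phosphate pH 5.0, 0.01% Tween-20; stop pH 10; fluorescence 365/440; AC50 via Hill.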
TR SRC2 fluor cs: Total Fluorescence Counterscreen for Inhibitors of the Interaction of Thyroid Hormone Receptor and Steroid Receptor Coregulator 2 | TRb/SRC2 Texas Red total fluorescence interference | Potency, µM (top dose mostly 106 µM), without a hit: at the highest dose fluorescence change, negative = quenching | 280,000 tested, 0.29% active | AID 1479, 2009; active means well fitted curve in either direction with a large enough effect; inconclusive means small, poorly fitted or top-dose-only effect; further: potency means the concentration at half of the fitted maximal effect; on the % scale 0 is the no-effect control and ±100 the full control effect
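Human TRb ligand-binding domain at 0.6 uM with 20 nM Texas Red SRC2 peptide in Tris buffer containing 1 uM T3 and 5% DMSO, incubated with compound 5 h at ambient temperature. Total fluorescence (555/632 nm) calculated as parallel + 2 × perpendicular.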
Epigenetic derep: Quantitative High-Throughput Screen for Regulators of Epigenetic Control | 280,000 tested, 0.2% active | murine LDR cells, GFP reporter derepression, 30 h | Potency, µM (highest dose often 53.9 µM), without a hit: at the top dose GFP activation, usual class: activators; further: potency means the concentration at half of the fitted maximal effect; % of control where 0% means no effect; nearly all actives have a fitted effect of over 60% in size
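Derepression of a silenced CMV-GFP reporter in murine LDR cells is scored by enumerating GFP-positive cells with a laser-scanning microplate cytometer after 30 hours of treatment at 37 C.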
Tau fluor counter: Counterscreen qHTS for Inhibitors of Tau Fibril Formation, Fluorescence Polarization; tau K18 P301L (four-repeat tau fragment) Alexa594 fluorescence, heparin fibrillization; Potency, µM (doses to about 57.7 µM), inactives show top-dose activity change, negative = decrease; 280,000 tested, 0.93% active; AID 1463, 2008; further: potency means the concentration at half of the fitted maximal effect; on the % scale 0 is the no-effect control and ±100 the full control effect; nearly all actives have a fitted effect of over 55% in size
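Human K18 P301L tau (15 uM unlabeled plus 0.24 uM Alexa 594-labeled, final) in 100 mM sodium acetate pH 7 was mixed with compound and 20 uM heparin and incubated 6 hr at 37 C.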
Tau fibril FP: qHTS for Inhibitors of Tau Fibril Formation, Fluorescence Polarization; Microtubule-associated protein tau (Homo sapiens), P10636; K18 P301L tau heparin fibrillization, Alexa594 FP, 6 h; Potency, µM (series often up to 57.7 µM), inactives show top-dose activity, negative = inhibition, usual class: inhibitors; 280,000 tested, 0.39% active; further: potency means the concentration at half of the fitted maximal effect; on the % scale 0 is the no-effect control and ±100 the full control effect; nearly all actives have a fitted effect of over 55% in size
Target sequence (P10636 561-689 P618L limits assumed): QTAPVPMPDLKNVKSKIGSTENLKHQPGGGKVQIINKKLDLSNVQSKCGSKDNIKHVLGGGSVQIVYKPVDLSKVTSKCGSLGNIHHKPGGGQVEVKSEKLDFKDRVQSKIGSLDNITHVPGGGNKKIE
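Human tau K18 […] P301L fragment, 15 uM unlabeled plus 0.24 uM Alexa 594-labeled tau (final), with compound and 20 uM heparin in 100 mM sodium acetate pH 7; 6 hr at 37 C, then Alexa 594 FP read.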
CBFb RUNX1 block: qHTS Assay for Compounds Blocking the Interaction Between CBF-beta and RUNX1 for the Treatment of Acute Myeloid Leukemia. AID 1477, 2009. AlphaScreen CBFb-His/RUNX1-biotin binding, biochemical. Runt-related transcription factor 1 (Homo sapiens) + Core-binding factor subunit beta …. 230,000 tested, under 10 active. Potency, µM (highest dose often 59.8 µM), inactives show top-dose activity, negative = inhibition, actives largely listed as inhibitors; further: % of control where 0% means no effect
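Room-temperature protein-protein interaction test with 30 nM each of His-tagged CBF-beta and biotinylated RUNX1, 15 min with compound, then 90 min with nickel plus streptavidin beads. Signal read in AlphaScreen mode.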
NPSR antag: qHTS Assay for Antagonists of the Neuropeptide S Receptor: cAMP Signal Transduction | Q6W5P4 | CHO-NPSR cells, cAMP TR-FRET, antagonist mode | Potency, µM (top dose mostly 38.3 µM), for inactives: top-dose activity change, negative = inhibition, usual class: inhibitors | 220,000 tested, 1% active | AID 1461, 2008; further: potency means the concentration at half of the fitted maximal effect; on the % scale 0 is the no-effect control and ±100 the full control effect; nearly all actives have a fitted effect of over 50% in size; many of its hits are not listed in these tables
TRb-SRC2 inh: qHTS for Inhibitors of the Interaction of Thyroid Hormone Receptor and Steroid Receptor Coregulator 2; 280,000 tested, 0.065% active; Thyroid hormone receptor beta (Homo sapiens), P10828; TRbeta-SRC2 peptide binding, fluorescence polarization; receptor liganded with 1 µM T3; AID 1469, 2008; Potency, µM (doses to about 106 µM), inactives show at the highest dose activity change, negative = inhibition, most hits filed as inhibitors;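 further: potency means the concentration at half of the fitted maximal effect; plate controls were bound peptide for no effect and peptide without receptor for full effect; nearly all actives have a fitted effect of over 50% in size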
Target sequence (P10828 whole entry, looked up): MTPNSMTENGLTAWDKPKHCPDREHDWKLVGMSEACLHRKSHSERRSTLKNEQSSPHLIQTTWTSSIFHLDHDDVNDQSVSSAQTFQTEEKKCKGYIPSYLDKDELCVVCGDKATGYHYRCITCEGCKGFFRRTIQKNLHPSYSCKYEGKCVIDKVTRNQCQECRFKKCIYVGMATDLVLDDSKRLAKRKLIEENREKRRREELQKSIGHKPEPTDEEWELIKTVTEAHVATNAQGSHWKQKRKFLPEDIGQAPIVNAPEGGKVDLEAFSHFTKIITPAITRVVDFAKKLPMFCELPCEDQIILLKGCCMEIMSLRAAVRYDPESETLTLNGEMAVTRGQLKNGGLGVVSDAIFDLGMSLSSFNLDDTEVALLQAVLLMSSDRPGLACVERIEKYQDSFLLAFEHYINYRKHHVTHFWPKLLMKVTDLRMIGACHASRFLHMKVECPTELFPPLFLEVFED
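Polarization signal, normalized between peptide-alone and full complex controls, measured compound effects on T3-liganded human TRb LBD (0.6 uM) binding 20 nM Texas Red SRC2 peptide after 5 hr.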
Active calls of the source: *; ? = inconclusive; · = not tested or not shown; [ ] = remark or other dose. Unless noted, the call rests on the fitted dose curve; in most records, active means well fitted curve in the direction sought with a large enough effect; inconclusive means small, poorly fitted or top-dose-only effect, or another doubt; inactive means no such curve, though single readings can be large; an effect the other way counts as inactive or inconclusive. The list is partial. The share of hits here may be higher or lower than overall.

cpd | molecule | aGal spleen mod | TR SRC2 fluor cs | Epigenetic derep | Tau fluor counter | Tau fibril FP | CBFb RUNX1 block | NPSR antag | TRb-SRC2 inh
1 | O=C(COC(=O)Cc1ccccc1F)Nc1ccc2c(c1)OCCO2 | 2% | 11% | -1.1% | 3% | 8% | -5% | 19% | 14%
2 | O=c1sc(/C=N/Nc2ccccc2)c(Cl)n1Cc1ccccc1 | 5% | 8% | 0.0% | 3% | -5% | -4% | -13% | -3%
3 | CCOC(=O)c1c(NC(=O)CSc2nnc(C)o2)sc(C)c1C | 10% | 2% | -1.1% | 1% | -7% | 8% | -23% | 4%
4 | Cc1sc2nc(CN3CCOCC3)nc(N3CCC(C(N)=O)CC3)c2c1C | 6% | 1% | -1.3% | 3% | 5% | -4% | -13%[46.1 µM] | -8%
5 | CC(C)CN1CCC(CN(C)Cc2nc(-c3cnccn3)no2)CC1 | 0% | -1% | -1.8% | 1% | 4% | 8% | -15% | -13%
6 | CCSc1nnc(NC(=O)CSc2nc(C)cc(C)n2)s1 | -5% | -5% | 0.1% | -7% | 3% | -1% | -1%[46.1 µM] | 0%
7 | O=C(CC1OC(=O)c2ccccc21)Nc1ccccc1N1CCOCC1 (stereo not given) | 0% | -2% | -2.4% | -12% | -6% | -3% | 5%[7.67 µM] | -8%
8 | COc1ccc2c(CNCc3ccc(C)o3)c(C(=O)O)n(Cc3ccccc3)c2c1 | · | -1% | 0.6% | -4% | 5% | · | · | 7%
9 | Cn1c(SCC(=O)N2CCOCC2)nc(O)cc1=O | 2% | -5% | 0.7% | -10% | ? | 1% | -6%[46.1 µM] | -12%
10 | C=C1C=CS(=O)(=O)N(C(CC(C)C)C(=O)OC)C1 (stereo not given) | 1% | 0% | · | · | · | 3% | · | 0%
11 | CS(=O)Cc1cc(Sc2ccccc2)nc(-c2ccncc2)n1 (stereo not given) | -6% | 1% | 4.5% | 3% | 5% | 21% | 0% | 10%
12 | COc1cccc(/C=C/C(=O)Nc2ccc3c(c2)OCCO3)c1 | 4% | -4% | -0.9% | ? | 10% | 4% | -7% | 0%
13 | Cn1cccc1C(=O)OCC(=O)N1c2ccccc2NC(=O)C1(C)C | -7% | -3% | 1.1% | 3% | -7% | -14% | 6% | 3%
14 | Cc1cccc(NC(=O)COc2cccc3c2CCN(Cc2ccccc2)C3=O)c1C | -2% | -3% | -1.1% | -1% | 8% | 5% | -24% | 4%
15 | Cc1cccc(C(=O)NCC(c2ccco2)N(C)C)c1 (stereo not given) | 0% | 1% | -0.4% | -7% | 11% | 8% | 1% | -3%
16 | CCCOc1ccc(N2C(=O)CC(N3CCN(S(=O)(=O)c4ccccc4)CC3)C2=O)cc1 (stereo not given) | -1% | 1% | -3.0% | -14% | -2% | -8% | -22%[46.1 µM] | -4%
17 | CN1CCN(Cc2cn[nH]c2-c2ccc(F)cc2F)[C@@H](c2ccccc2)C1 | 2% | 3%[53 µM] | -1.1% | -3%[2.34 µM] | -3%[2.34 µM] | -1% | -12% | 8%[53 µM]
18 | O=C(c1ccc(F)cc1)N(C(=O)c1ccc(F)cc1)c1ncccn1 | 0% | -1% | 0.9% | 12% | -2% | -24% | 26% | 1%
19 | CC1=C(C(N)=O)C(c2ccc(Cl)cc2Cl)n2ncnc2N1 (stereo not given) | 1% | -1% | -0.8% | 2% | -6% | 6% | 1%[46.1 µM] | -6%
20 | COc1cccc(N2CC(NC(=O)COc3ccccc3F)CC2=O)c1 (stereo not given) | · | -1% | 4.0% | 4% | 0% | · | · | 1%
21 | CCCCNC(=O)Nc1ncn[nH]1 | 10% | -4% | 0.1% | -14% | 4% | -2% | -8% | -6%
22 | OC(CSc1ccccc1Cl)CN1CCN(c2ccccc2F)CC1 (stereo not given) | 9% | -2% | 0.6% | -16% | 14% | 7% | -17%[46.1 µM] | -11%
23 | Cc1ccc(-n2c(C)cc(C=C3C(=O)CC(C)(C)CC3=O)c2C)cc1 | 0% | 0% | 0.0% | 5% | 2% | 2% | 3% | -10%
24 | O=C1C2CCCN2C(c2ccc(Br)cc2)N1c1ccc(F)cc1 (stereo not given) | -1% | 0% | -0.2% | -12% | 1% | 0% | -13%[46.1 µM] | 0%
25 | CC(C)C(=O)Nc1c2c(nc3ccccc13)N(C)CC2 | ? | 1% | -0.5% | -5% | -3% | 5% | -2%[46.1 µM] | 13%
26 | O=C(OCCN1CCCC1=O)c1cc(F)c(F)c(F)c1F | -2% | -5% | 2.1% | -10% | -9% | -2% | -4%[46.1 µM] | -7%
27 | CCOC(=O)COc1cccc2c(=O)n(CC(=O)NCc3ccc4c(c3)OCO4)ccc12 | -3% | 0% | 1.0% | 2% | 0% | 2% | 26%[46.1 µM] | -3%
28 | Cc1ccc2c(CNCc3ccc(C)o3)c(C(=O)O)n(Cc3ccccc3C)c2c1 | · | -1% | 2.7% | -9% | 4% | · | · | -3%
29 | CCN(CC)S(=O)(=O)c1ccc(OC)c(NC(=O)COc2ccccc2[N+](=O)[O-])c1 | -4% | -2%[53 µM] | 1.5% | -9% | -9% | -19% | 2% | -2%[53 µM]
30 | CC1(C)CC(=O)C(/C=N/n2cnc3ccccc3c2=O)=C(O)C1 | -5% | -1% | 0.0% | -16% | -5% | -4% | 3%[46.1 µM] | -9%
31 | Cc1ccc(N2CCn3c2nc2c3c(=O)n(C/C=C/c3ccccc3)c(=O)n2C)cc1C | · | -13% | 0.8% | -21% | 4% | · | · | 2%
32 | COc1cc(/C=C2/NC(=O)NC2=O)cc(Br)c1OCc1ccc(C(=O)O)cc1 | 1% | -2% | -0.1% | -4% | 4% | 7% | 6% | 8%
33 | O=C(Cc1cccs1)N/N=C\c1ccc(O)cc1 | 0% | -1% | -1.8% | -11% | 8% | -1% | 19% | -9%
34 | CCOc1ccc2nc(NC3=NCN(Cc4ccco4)CN3)nc(C)c2c1 | 8% | -3% | -5.0% | 2% | 3% | 8% | -5%[46.1 µM] | -4%
35 | O=C(/C=C/c1ccc(F)cc1)NC(=S)NNC(=O)c1cccnc1 | 10% | -1% | 0.0% | -15% | 1% | -1% | 4% | 1%
36 | COc1cccc(CNCCSc2nnnn2-c2ccccc2)c1OC | · | 6% | -3.2% | -9% | 1% | · | · | -2%
37 | O=C(N/N=C/c1c(Cl)cccc1Cl)c1cccc(F)c1 | -4% | 1% | -1.9% | -6% | 4% | 3% | -14%[46.1 µM] | -1%
38 | CCCCNC(=O)COC(=O)c1cc2c(C)nn(-c3ccccc3)c2s1 | 6% | 1% | 0.1% | -5% | -9% | 0% | -13%[46.1 µM] | -6%
39 | COc1ccc(/C=N/NC(=O)CCC(=O)Nc2ccccc2)cc1OC | 2% | -1% | -1.0% | -6% | 1% | -2% | 11% | -8%
40 | CCC(=O)NCCc1cc2ccc(C)c(C)c2[nH]c1=O | -1% | -2% | 0.0% | 0% | 5% | 5% | 13% | -4%
41 | CC(C)Oc1ccc(N2CC(C(=O)Nc3ccccc3F)CC2=O)cc1 (stereo not given) | 4% | -3% | 0.0% | -9% | -9% | 3% | -22%[46.1 µM] | -4%
42 | O=C(N/C(=C/c1cccs1)c1nc2ccccc2[nH]1)c1ccccc1 | -4% | -5% | -1.1% | -6% | -4% | 3% | -15%[46.1 µM] | 1%
43 | CC(=O)N1CCc2cc(S(=O)(=O)NC(Cc3ccccc3)C(=O)Nc3cc(C)ccn3)ccc21 (stereo not given) | 0% | -4% | -0.8% | -10% | 6% | 1% | 2%[46.1 µM] | 2%
44 | COc1ccc(/C=N/NC(=O)C2(C)NC(C)(C)Cc3ccccc32)cc1 (stereo not given) | 1% | 0% | -4.7% | -2% | -10% | 13% | 4% | 7%
45 | CN1CCC(N(C)CC(O)c2ccccc2)CC1 (stereo not given) | -4% | -1% | 0.9% | -3% | -4% | 10% | 11% | -4%
46 | COc1ccccc1CCc1nnc(CCC(=O)NC(C)Cc2cccc(C)n2)o1 (stereo not given) | -6% | 0% | 0.1% | -13% | 2% | 4% | 46% | 6%
47 | O=C(Cn1c(=O)oc2cc(S(=O)(=O)N3CCCCCC3)ccc21)Nc1ccc(F)cc1F | · | -2% | -2.9% | 6% | -9% | · | · | 5%
48 | Cc1cc(C)nc(SCC(=O)Nc2ccnc3ccccc23)n1 | -1% | -3% | 3.0% | -7% | 3% | 11% | 18% | -6%
49 | COC(=O)c1ccccc1NC(=O)COc1ccccc1[N+](=O)[O-] | -8% | -1% | -0.1% | -24% | -7% | -6% | -22% | 0%
50 | Cn1c(SCc2cc(=O)c3cc(Cl)ccc3[nH]2)nnc1-c1ccccc1 | · | -2% | 3.5% | 8% | -2% | · | · | 0%
51 | Cc1nn(-c2ccc(N3CCCC3)nn2)c(C)c1CCC(=O)N1CCN(c2ccccc2)CC1 | · | -5% | 4.4% | 1% | 1% | · | · | 6%

Three entries from above, in transposed form:
46. COc1ccccc1CCc1nnc(CCC(=O)NC(C)Cc2cccc(C)n2)o1 (stereo not given)
47. O=C(Cn1c(=O)oc2cc(S(=O)(=O)N3CCCCCC3)ccc21)Nc1ccc(F)cc1F
48. Cc1cc(C)nc(SCC(=O)Nc2ccnc3ccccc23)n1
compound no. | 46 | 47 | 48
aGal spleen mod | -6% | · | -1%
TR SRC2 fluor cs | 0% | -2% | -3%
Epigenetic derep | 0.1% | -2.9% | 3.0%
Tau fluor counter | -13% | 6% | -7%
Tau fibril FP | 2% | -9% | 3%
CBFb RUNX1 block | 4% | · | 11%
NPSR antag | 46% | · | 18%
TRb-SRC2 inh | 6% | 5% | -6%
